Screening results: PubChem, NMMLSC
T cell modulator: modulators of CD8 T cell-vesicle binding, primary screen, mouse 2C CD8+ T cells, flow cytometry; 330,000 tested, 0.068% active; calls only at 7 µM; 2C CD8+ T cell-vesicle binding; active compounds read low;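 active = response, share of CD8 T cells binding vesicles, and their 90th percentile fluorescence all below set limits, cut at about 80% in these data, passing the limit was not always enough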
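material = purified 2C TCR transgenic mouse naive CD8+ T cells | controls = Unloaded micro-vesicles (low), QL9 vesicles with 0.7% DMSO (high) | detection = cytometric PE anti-B7-1 and Alexa647 anti-CD8 signals after 1% paraformaldehyde fixation | incubation = binding step 1.5 h, 37 °C, antibody labelling 20 min, ice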
T cell modulator vesicle-bound %: also measured in T cell modulator; calls as there; double positive events, %; measured here: CD8+ vesicle-bound cell fraction;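 binding gate set so that unloaded-vesicle control wells show 10% double positive cells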
* = called active by the depositor; i = inactive; · = not tested or not shown. The list is partial. The share of hits here may be higher or lower than overall.

T cell modulator	T cell modulator vesicle-bound %	compound
i	22	C=CCn1c(SCC(=O)N(CC)C2CCS(=O)(=O)C2)nnc1-c1ccccc1 (stereo unspecified)
i	30	COc1ccc(OC)c(C(=O)NC(CC(N)=O)c2ccc(NCc3ccc(F)c(F)c3)c([N+](=O)[O-])c2)c1 (stereo unspecified)
i	23	C=CCN(c1ccccc1)S(=O)(=O)c1cccc(C(=O)NCC(c2ccc(F)cc2)N2CCOCC2)c1 (stereo unspecified)
i	45	COc1ccc(C(=O)c2c3ccc([N+](=O)[O-])cc3[n+]([O-])n2CCCC(N)=O)cc1
i	57	C[C@H](CO)N1C[C@H](C)[C@@H](CN(C)Cc2ccc(Cl)c(Cl)c2)Oc2c(NC(=O)Cc3ccccc3)cccc2C1=O
i	47	CCC(C)N(C(=O)COC(=O)c1nc2nc(C)cc(C)n2n1)C1CCS(=O)(=O)C1 (stereo unspecified)
i	46	CCCn1c(N)c(N(CCOC)C(=O)c2ccc(N3CCCC3=O)cc2)c(=O)[nH]c1=O
i	57	Cc1ccc(S(=O)(=O)N2CCN(C(=O)Cc3c(F)cccc3Cl)CC2)cc1
i	23	O=C(Nc1cccc(S(=O)(=O)NC2=NCCC2)c1)c1ccc(F)cc1
i	58	Cc1c(O)c2ccccc2n(-c2ccccc2)c1=O
i	54	COc1ccc(S(=O)(=O)N2CCOC23CCN(S(=O)(=O)c2ccc(F)cc2)CC3)cc1
i	41	CN(C)Cc1ccccc1Sc1ccc2c(c1)CCCC2
i	10	CN1CC(=O)N(CC(=O)NC2CCCCC2)C1=O
i	36	O=C(NNC(=O)c1ccccc1-n1cccc1)c1cncc(Br)c1
i	41	CCC1(c2ccc(F)cc2)NC(=O)N(CC(=O)N2c3ccccc3NC(=O)C2(C)C)C1=O (stereo unspecified)
i	19	O=C(Nc1cccc(C(=O)O)c1)/C(=C/c1cccc([N+](=O)[O-])c1)NC(=O)c1cccc(Br)c1
i	42	Cc1cccc(NC(=O)c2nc[nH]c2C(=O)N[C@@H](C)c2ccccc2)c1
i	67	CCOC(=O)C1CCN(C(=O)COC(=O)Cc2ccc(Cl)cc2)CC1
i	25	CC1(c2nnc(-c3cccc(Cl)c3)o2)CC(c2c(Cl)cccc2Cl)=NO1 (stereo unspecified)
i	30	COc1cc(OC)cc(C(=O)N[C@H](C(=O)NNC(=O)c2ccc(Br)cc2)C(C)C)c1

New compounds follow
T cell modulator	T cell modulator vesicle-bound %	compound
i	48	COc1ccc(S(=O)(=O)Nc2cccc3c2O[C@@H](CN(C)Cc2ccc(C(=O)O)cc2)[C@@H](C)CN([C@H](C)CO)C3=O)cc1
i	31	Cc1ccc(S(=O)(=O)N2CCN(C(=O)COC(=O)c3cccc(Cl)c3)CC2)c(C)c1
i	30	NC(=O)CC(NC(=O)Cc1cccc2ccccc12)c1ccc(NC2CC3CCC2C3)c([N+](=O)[O-])c1 (stereo unspecified)
i	55	COc1ccc(C(CNC(=O)c2cccc(S(=O)(=O)Nc3ccc(C)cc3)c2)N2CCCCC2)cc1 (stereo unspecified)
i	6	CC(Sc1nnc(-c2ccco2)n1N)C(=O)NC1CCCCC1C (stereo unspecified)
i	38	O=C(COC(=O)c1ccc(Br)o1)Nc1ccc(N2CCOCC2)cc1
i	17	Cc1noc(C)c1NC(=O)N(C)C[C@H]1Oc2ccc(NC(=O)Cn3cnnn3)cc2C(=O)N([C@H](C)CO)C[C@@H]1C
i	58	COc1ccc(S(=O)(=O)N2CCCCCC2)cc1NC(=O)CN1C(=O)NC(C)(c2ccccc2)C1=O (stereo unspecified)
i	35	COc1ccc(S(=O)(=O)N2CCC3(CC2)OCCN3S(=O)(=O)c2cccs2)cc1
i	53	O=C(/C=C/c1ccco1)NC(=S)Nc1ccc(C(=O)O)cc1
i	4	CCOCc1c(C(=O)Nc2ccc3nc(N4CCOCC4)sc3c2)oc2ccccc12
i	23	Cc1ccccc1N1CCN(S(=O)(=O)C[C@]23CCC(CC2NC(=O)[C@@H](N)CCS(C)(=O)=O)C3(C)C)CC1 (stereo partly specified)
i	3	COC(=O)[C@]1(Cc2ccccc2)N[C@H](CN(C)S(=O)(=O)c2ccc(C(C)(C)C)cc2)[C@@H]2C(=O)N(C)C(=O)[C@@H]21
i	30	NC(=O)c1ccccc1NC(=O)CCCCCn1nnc2ccccc2c1=O
i	44	N#Cc1ccccc1OCC(=O)OCC(=O)N1CCCC1
i	65	Cc1ccc(CNC(=O)C2CC=CCC2C(=O)O)cc1 (stereo unspecified)
i	34	O=C(CCN=C1NS(=O)(=O)c2ccccc21)Nc1ccc(Cl)cc1F
i	45	Cc1cccnc1NC(=O)c1ccc(OCC2CCCO2)cc1 (stereo unspecified)
i	56	CC(CCc1ccccc1)NC(=O)C1CCC1 (stereo unspecified)
i	50	O=C(COc1ccccc1C(=O)O)Nc1cccc2ccccc12

(continued)
T cell modulator	T cell modulator vesicle-bound %	compound
i	56	CC(=O)Nc1ccc(S(=O)(=O)NCCC(=O)OCc2csc(CC(=O)Nc3ccccc3C)n2)cc1
i	15	CCOC(=O)[C@@H]1[C@H]2COc3ccccc3[C@@H]2N2C(=O)N(c3cccc(C)c3)C(=O)[C@@]12C
i	41	CC(C)(CNC(=O)c1ccc(-c2cccc(C(F)(F)F)c2)o1)N1CCOCC1
i	27	CCOc1cc(C(=S)N2CCCC2)ccc1OC
i	11	Nc1ccccc1S(N)(=O)=O
i	55	Cc1ccc(S(=O)(=O)N2CCC3(CC2)OCCN3S(=O)(=O)c2cccs2)cc1
i	38	CCCN(CC(=O)Nc1ccccc1OC)C(=O)Cn1[nH]c(=O)c2ccccc2c1=O
i	22	C[C@@H]1COC(=O)[C@H](Cc2ccc(F)cc2)C/C=C\C[C@@H](CC(=O)N[C@H](CO)Cc2ccccc2)C(=O)N1
i	52	Cc1nc2c(C)cccn2c(=O)c1NC(=O)c1ccc2c(c1)OCO2
i	36	Cc1ccc(C)c(S(=O)(=O)N2CCN(C(=O)c3ccc(-n4cncn4)c([N+](=O)[O-])c3)CC2)c1
i	47	O=C(Nc1cccc(O)c1)C1CC(c2ccc(Cl)cc2)=NO1 (stereo unspecified)
i	22	CC1CN(C(=O)c2cccc(S(=O)(=O)NCc3ccccc3)c2)CC(C)O1 (stereo unspecified)
i	55	Cc1ccc(S(=O)(=O)N2CCC(C(=O)NCc3ccccc3CN3CCCC3)CC2)cc1
i	43	CCN(CC(=O)NCc1cccs1)C(=O)c1ccc(S(=O)(=O)Nc2ccccc2F)cc1
i	31	CC(C)c1ccc(S(=O)(=O)N2CCN(C(=O)Cc3ccsc3)CC2)cc1
i	·	COc1ccccc1NS(=O)(=O)c1cccc(C(=O)NCC(c2ccccc2OC)N2CCCC2)c1 (stereo unspecified)
i	10	Cc1cc(NC(=O)c2cccc(Br)c2)n[nH]1
i	18	CSc1ncccc1C(=O)Nc1cccc(S(=O)(=O)N2CCCCCC2)c1
i	62	COc1ccccc1-c1nc2ccc(Cl)cc2c(=O)n1O
i	17	CS(=O)(=O)N1c2ccccc2[C@@]2(Br)C[C@H]3C(=O)N[C@@H](Cc4ccccc4)C(=O)N3[C@@H]12

(cont.)
T cell modulator	T cell modulator vesicle-bound %	compound
i	13	CCOC(=O)[C@@H]1[C@H]2COc3ccc(Br)cc3[C@@H]2N2C(=O)N(c3cccc(Cl)c3)C(=O)[C@@]12C
i	26	COc1ccccc1-c1nnc(SCC(=O)NC2CC2)n1C
i	30	Nc1ncnc2c1ncn2C1CCCO1 (stereo unspecified)
i	29	CC(=O)Nc1ccc(S(=O)(=O)N(C)CC(=O)OCC(=O)N2CCCC2=O)cc1
i	15	COc1ccc(NC(=O)c2cc(C)nc3ccccc23)cc1S(=O)(=O)N1CCOCC1
i	31	Cc1cccc(C)c1NC(=O)CN(C)C(=O)c1cccc(-n2cccc2)c1
i	41	CC(C)C[C@H]1COCCS(=O)(=O)N1Cc1cccc(F)c1
i	31	COc1ccc(CCNC(=O)COc2cccc3c2OC(C)(C)C3)cc1OC
i	25	CC(=O)Nc1cccc(NC(=O)CSc2nc(=O)n(CCCN3CCOCC3)c3c2CCC3)c1
i	33	O=C(Cc1ccc(Br)cc1)OCC(=O)N1CCCCCC1
i	38	Cc1cc(C)c(C)c(S(=O)(=O)N2CCC(C(=O)OCC(=O)NC3CCS(=O)(=O)C3)CC2)c1C (stereo unspecified)
i	36	O=C(CSc1nnnn1C1CC1)Nc1ccc(S(=O)(=O)N2CCOCC2)cc1
i	43	Cn1cc(C(=O)c2ccccc2C(=O)O)cc1C(=O)C(Cl)(Cl)Cl
i	13	Cc1cc(C(=O)NNC(=O)[C@H](C)NC(=O)c2ccc(Br)cc2)c(C)o1
i	38	O=C(CSc1ccc2ccccc2n1)NC1CC1
i	46	OCC[C@H]1C[C@@H](O)[C@H](O)[C@@]2(Cc3ccccc3CO2)O1
i	36	COc1ccc(CCC(=O)NNC(=O)c2cccs2)cc1
i	46	CC(C)CN(C(=O)c1ccc([N+](=O)[O-])s1)c1c(N)n(Cc2ccccc2)c(=O)[nH]c1=O
i	27	COC(=O)[C@@]12CCCCN1[C@H](c1ccc(-c3ccc4c(c3)OCO4)cc1)[C@H]1C(=O)N(C)C(=O)[C@H]12
i	44	Nc1ncnc2c1nc(N1CCCCC1)n2[C@@H]1O[C@H](CO)[C@@H](O)[C@H]1O

Going on with the list:
T cell modulator	T cell modulator vesicle-bound %	compound
i	53	Cc1ccc(C(=O)N2N=C(c3cccc(NS(C)(=O)=O)c3)CC2c2cccs2)cc1 (stereo unspecified)
i	11	CCN1C(=O)[C@H]2[C@@H](c3ccc(-c4cccc(Cl)c4)cc3)N3CCCC[C@@]3(C(=O)OC)[C@H]2C1=O
i	51	Cn1c(=O)[nH]c2ncn(C)c2c1=O
i	19	CC(C)C(NC(=O)CCNC(=O)c1ccc(C(C)(C)C)cc1)c1nc2ccccc2[nH]1 (stereo unspecified)
i	21	Cc1noc(C)c1CSCC(=O)Nc1ccc(S(=O)(=O)C(F)F)cc1
i	41	C=CCn1c(SCC(=O)N2CCOCC2)nc2sc(CC)cc2c1=O
i	52	O=C(/C=C/c1ccc2c(c1)S(=O)(=O)N(Cc1ccccc1)[C@H]2CC(=O)N1CCOCC1)N1CCOCC1
i	22	CC1O[C@@H](OC2C(COC3OC(CO)C(O)[C@H](O)C3O)OC(OC3CC[C@]4(C)C(CC[C@@]5(C)[C@@H]4CC=C4[C@@H]6CC(C)(C)CC[C@]6(CO)C(O)C[C@]45C)C3(C)C)C(O)C2O)C(O)C(O)C1O (stereo partly specified)
i	12	O=c1oc(C2(O)CCCCC2)cc2ccc(-c3ccc4[nH]ccc4c3)cc12
i	39	CC1CCC2(CC1)NC(=O)N(CC(=O)NCc1ccc(Cl)cc1)C2=O (stereo unspecified)
i	26	CON(C)C(=O)CC1(CN(Cc2ccccc2)C(=O)OC(C)(C)C)CCCCC1
i	17	CC1(C)O[C@@H]2[C@H](O1)[C@@H](CO)O[C@H]2n1ccc(=O)[nH]c1=O
i	44	Cc1cnc(C(=O)OCC(=O)c2ccc(C3CCCCC3)cc2)cn1
i	34	COc1ccccc1CC(=O)N1CCN(c2ccc(F)cc2)CC1
i	58	CCOc1ccccc1OCC(=O)Nc1cc(S(=O)(=O)N2CCCCC2)ccc1OC
i	12	Cc1ccc(-c2nn(-c3ccc(F)cc3)cc2C(=O)NCC(c2cccs2)N2CCOCC2)cc1 (stereo unspecified)
i	38	CCOc1ccc(NC(=O)c2cccc(-n3cccc3)c2)cc1S(=O)(=O)N1CCOCC1
i	30	Cc1cc(S(=O)(=O)N2CCOCC2)ccc1OCC(=O)NCCN1CCOCC1
i	9	COc1ccc(S(=O)(=O)Nc2ccc3c(c2)C(=O)N([C@H](C)CO)C[C@H](C)[C@@H](CN(C)C(=O)NC(C)C)O3)cc1
i	31	COc1cccc2c(O)c(-c3ccccc3)c(=O)[nH]c12

Part of the list above, with values under each structure.
Second line of a record: T cell modulator, T cell modulator vesicle-bound %
CC1O[C@@H](OC2C(COC3OC(CO)C(O)[C@H](O)C3O)OC(OC3CC[C@]4(C)C(CC[C@@]5(C)[C@@H]4CC=C4[C@@H]6CC(C)(C)CC[C@]6(CO)C(O)C[C@]45C)C3(C)C)C(O)C2O)C(O)C(O)C1O (stereo partly specified)
 : i, 22
O=c1oc(C2(O)CCCCC2)cc2ccc(-c3ccc4[nH]ccc4c3)cc12
 : i, 12
CC1CCC2(CC1)NC(=O)N(CC(=O)NCc1ccc(Cl)cc1)C2=O (stereo unspecified)
 : i, 39
CON(C)C(=O)CC1(CN(Cc2ccccc2)C(=O)OC(C)(C)C)CCCCC1
 : i, 26
CC1(C)O[C@@H]2[C@H](O1)[C@@H](CO)O[C@H]2n1ccc(=O)[nH]c1=O
 : i, 17
Cc1cnc(C(=O)OCC(=O)c2ccc(C3CCCCC3)cc2)cn1
 : i, 44
COc1ccccc1CC(=O)N1CCN(c2ccc(F)cc2)CC1
 : i, 34
CCOc1ccccc1OCC(=O)Nc1cc(S(=O)(=O)N2CCCCC2)ccc1OC
 : i, 58
Cc1ccc(-c2nn(-c3ccc(F)cc3)cc2C(=O)NCC(c2cccs2)N2CCOCC2)cc1 (stereo unspecified)
 : i, 12
CCOc1ccc(NC(=O)c2cccc(-n3cccc3)c2)cc1S(=O)(=O)N1CCOCC1
 : i, 38
Cc1cc(S(=O)(=O)N2CCOCC2)ccc1OCC(=O)NCCN1CCOCC1
 : i, 30
COc1ccc(S(=O)(=O)Nc2ccc3c(c2)C(=O)N([C@H](C)CO)C[C@H](C)[C@@H](CN(C)C(=O)NC(C)C)O3)cc1
 : i, 9
COc1cccc2c(O)c(-c3ccccc3)c(=O)[nH]c12
 : i, 31

Next entries:
T cell modulator	T cell modulator vesicle-bound %	compound
i	20	COC(=O)CCC(=O)OC1(C)C(=O)C=C2C=C(c3ccsc3)OC=C2C1=O (stereo unspecified)
i	52	CN(C(=O)COC(=O)c1ccc(Br)c(S(=O)(=O)N2CCOCC2)c1)C1CCCCC1
i	57	Fc1cccc(Nc2ncnc3sccc23)c1
i	42	Cc1nnc(SCC(=O)Nc2cc(S(=O)(=O)N3CCCC3)ccc2Cl)n1C1CC1
